SIAH1 antagonists = blockers of Siah-1 interaction with plectin peptide – biochemical, fluorescence polarization, rhodamine-plectin, uHTS, primary screen (AID 1817); 290,000 compounds, 0.02% hits; Siah-1 / rhodamine-plectin peptide fluorescence polarization; higher % means a stronger effect; displacement, % at 20 µM, or IC50 in µM where a hit was titrated;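 active = displacement of at least 50% at 20 µM, with a fluorescence ratio check between 0.3 and a set limit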;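 also: plate controls were Siah plus tracer with DMSO for no effect and tracer alone without Siah for full effect; strong numbers were not always called active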
LYP inhibition = inhibitors of LYP phosphatase, biochemical, fluorescence intensity, uHTS (AID 1779); recombinant LYP phosphatase, fluorescence intensity; higher % means a stronger effect; one-dose inhibition, % at 11.5 µM; IC50 in µM for titrated hits; 290,000 compounds, 0.054% hits;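 also: plate controls were vehicle with enzyme for no effect and no enzyme for full effect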
HIV fusion peptide = cell-free HIV fusion peptide-binding blockers – biochemical, uHTS, fluorescence dequenching, primary screen (AID 1986) | cell-free peptide binding, fluorescence dequenching, 30 min; higher % means a stronger effect | inhibition, % at 20 µM, or IC50 in µM where a hit was titrated | 290,000 compounds, 0.3% hits; in the data active = inhibition mostly above about 52%, no sharp cut-off; inactive = mostly below about 76%; also: some results filed as inactive read as strong as hits
NOD1 inhibition = NOD1 signaling inhibitors, primary screen, cell-based, luminescence, uHTS (AID 1578); 290,000 compounds, 1% hits; inhibition, % at 4 µM; hits with a dose series show EC50 in µM; NOD1-driven NF-kB luciferase reporter cells, luminescence; higher % means a stronger effect; in the data active = inhibition mostly above about 36%, no sharp cut-off; inactive = mostly below about 34%;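 also: HEK-293T reporter cells stimulated with the NOD1 agonist gamma-tri-DAP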
PhoP inhibition = PhoP-dependent GFP reporter repression – Salmonella Typhimurium, primary screen (AID 1863); S. Typhimurium PhoP-regulated promoter GFP reporter, 4 h; higher % means a stronger effect; inhibition, % at 50 µM; hits with a dose series show IC50 in µM; 300,000 compounds, 0.16% hits;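 active = inhibition over 29.93%, a cutoff 3 SD above the screen mean, later confirmed by dose response; inconclusive = inhibition over 29.93% but no dose response follow-up; inactive = inhibition at most 29.93% or unconfirmed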;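 also: 0% = low Mg2+ inducing control and 100% = high Mg2+ repressing control; strong numbers were not always called active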
KOR beta-arrestin-1 = KOR agonists, beta-arrestin recruitment, primary screen, cell-based, luminescence, uHTS (AID 1777). one-dose activation, % at 10 µM; EC50 in µM for titrated hits. KOR beta-arrestin recruitment, luminescence; higher % means a stronger effect. 280,000 compounds, 0.02% hits; in the data active = activation above about 50%, passing the limit was not always enough; also: a part of the inactive calls stands beside numbers as strong as those of hits
Myeloid diff 2 = compounds promoting myeloid differentiation; 360,000 compounds, 1% hits; calls only at 10 µM; ER-HoxA9 myeloid progenitors, lysozyme-GFP differentiation, flow cytometry;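 active = normalized GFP-positive differentiation at or above the plate's own cutoff, the solvent-only control mean plus 3 SD; inconclusive = no clear call, values can overlap the other calls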;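 also: cells exposed to compound for four days before flow analysis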
HEK293 NOD2/NF-kB = NOD2 signaling inhibitors, cell-based, luminescence, uHTS, HEK293 (AID 1566); 290,000 compounds, 0.63% hits; inhibition, % at 4 µM, or EC50 in µM where a hit was titrated; HEK293 NOD2/NF-kB luciferase reporter, luminescence; higher % means a stronger effect; also: many of its hits are not listed in these tables
KOR beta-arrestin-2 = KOR antagonists, beta-arrestin recruitment, cell-based, luminescence, uHTS (AID 1778); KOR beta-arrestin recruitment, luminescence, antagonist mode; higher % means a stronger effect; 290,000 compounds, 0.091% hits; inhibition, % at 10 µM; hits with a dose series show IC50 in µM; also: strong numbers were not always called active
Myeloid diff 2 GFP+ MAC1+ % = further read-out of Myeloid diff 2, marked with its call; GFP+ MAC1+ double positive, %; measured here: differentiation confirmed by MAC1 staining
* = called active by the depositor; i = inactive; ? = inconclusive; . = not tested or not shown; [ ] = remark or other dose. Rule as the data show it, unless noted: active = inhibition above about 50%; inactive = the rest. These rows are one share of the data, so the mix of outcomes need not match the whole.

SMILES | SIAH1 antagonists | LYP inhibition | HIV fusion peptide | NOD1 inhibition | PhoP inhibition | KOR beta-arrestin-1 | Myeloid diff 2 | Myeloid diff 2 GFP+ MAC1+ % | HEK293 NOD2/NF-kB | KOR beta-arrestin-2
Cc1ccc(Cl)c(OCCN2CCCC(C)C2)c1 (stereo not given) | 0% | -11% | -1.7% | 16% | -1% | 0.3% | i | 0.6 | 5% | 13%
Cc1ccc(S(=O)(=O)NCc2ccc3[nH]c(C)cc3c2)cc1 | 0% | 0% | -0.9% | -30% | 1% | -1.0% | i | 3.9 | 6% | -12%
CC(=O)n1cc([C@@H]2C=C(C(=O)NCc3ccccc3)O[C@H](OCCCCO)C2)c2ccccc21 | -5% | 7% | 2.3% | -16% | -6% | 5.6% | i | 0.9 | -12% | -15%
O=C(CN(C(=O)c1csnn1)c1ccc(F)c(Cl)c1)NCc1ccc(F)cc1 | -1% | -9% | 1.5% | -16% | 1% | -2.0% | i | 0.8 | 2% | -28%
COc1ccc(NC(=O)Cn2cnc3c(nnn3-c3ccc(C)cc3)c2=O)cc1 | 0% | -8% | -1.6% | -40% | 1% | 1.1% | . | . | -24% | -15%
N#Cc1nc(COc2ccccc2)oc1N1CCN(c2cccc(Cl)c2)CC1 | -1% | 4% | -0.4% | -18% | 5% | -5.5% | i | 2.0 | 0% | 6%
CC(C)(C)N(NC(=O)Nc1ccccc1)C(=O)c1ccccc1Cl | 2% | -5% | -2.7% | -3% | -1% | 2.5% | i | 1.0 | 7% | 4%
CC(C)c1ccc(N2C(=NC(=O)C3CC3)SC3CS(=O)(=O)CC32)cc1 (stereo not given) | -4% | -12% | -0.3% | -20% | -1% | -3.9% | i | 1.4 | 25% | -7%
COc1cc(/C=C(\C#N)C(=O)NC2CCCCC2C)ccc1OS(=O)(=O)c1ccc(C)cc1 (stereo not given) | 5% | 5% | 1.7% | 76%* | 8% | -0.6% | i | 0.3 | -37% | -5%
Cc1ccc(NC2c3ncccc3C(=O)N2c2ccccc2C)cc1C (stereo not given) | 11% | -3% | 1.8% | -23% | 13% | -2.8% | i | 6.3 | 0% | 19%
C#CCN(C(=O)c1ccc(OC2CCN(C(=O)CCOC)CC2)cc1)C1CCCCC1 | -3% | -15% | 1.0% | 12% | 10% | 4.9% | i | 0.6 | 28% | -30%[20 µM]
CN1CCN(C(=O)c2ccccc2-c2nc(-c3ccccc3)no2)CC1 | 0% | 8% | 4.9% | -36% | 4% | 2.4% | i | 0.9 | -17% | -29%
CC(C)(C)c1ccc(/C=N/N2CCN(c3ccccn3)CC2)cc1 | 1% | -5% | 1.3% | -5% | -14% | 0.4% | i | 0.0 | 19% | -27%
COc1ccc(NC(=S)N2CCC(NC(=O)c3cccc(F)c3)CC2)cc1 | 3% | -6% | -1.4% | -17% | 10% | 3.8% | i | 0.3 | -4% | -8%
COc1ccccc1N1CCN(C(=O)c2coc(=O)c(Br)c2)CC1 | 1% | -9% | -0.8% | 0% | -3% | 0.9% | i | 0.4 | 13% | 36%
CCSc1nnc(NC(=O)Cc2ccc(OC)c(OC)c2)s1 | 5% | 5% | 1.0% | 5% | 1% | 0.8% | i | 1.4 | 8% | -39%
CCCc1nnc(SCC(=O)NC2CC2)n1CC | 7% | -10% | 1.2% | -14% | -3% | 5.0% | . | . | 10% | -44%
O=C1c2oc3ccc(Cl)cc3c(=O)c2C(c2ccccn2)N1CCCN1CCOCC1 (stereo not given) | 1% | 1% | 4.1% | -4% | . | -2.0% | . | . | 2% | 6%
CCOc1ccc(NC(=O)CN2C(=O)COc3ccc(S(=O)(=O)N4CCCC4)cc32)cc1 | 2% | -10% | 0.3% | -15% | -12% | -1.3% | i | 3.0 | 16% | -6%
COc1cccc(CN2CCN(C3CCN(c4ccccc4F)CC3)CC2CCO)c1 (stereo not given) | -1% | -6% | -0.5% | -12% | -6% | 0.9% | i | 1.0 | -2% | 33%[20 µM]
Cc1ccc(-c2nnc(SCC(=O)CC(=O)Nc3ccccc3)n2C)cc1 | 7% | -2% | 7.3% | -16% | 16% | -2.6% | i | 0.8 | 9% | -19%
O=C(CCn1nc(-c2ccccc2)c2ccccc2c1=O)N1CCN(c2ccccc2)CC1 | 0% | 8% | -1.0% | -2% | 12% | -2.4% | i | 1.6 | -2% | 6%
CC1CN(C(=O)c2ccccc2C(=O)c2ncc[nH]2)CC(C)O1 (stereo not given) | -2% | 0% | 0.3% | -17% | 15% | 3.6% | i | 6.4 | -20% | -14%
O=C1NCCN1C(=O)c1ccco1 | 0% | -6% | 0.2% | -7% | 3% | -3.3% | i | 1.1 | 6% | 20%
CCc1cc(C(c2ccccn2)N2CCN(C)CC2)c(NC(=O)c2ccccc2)s1 (stereo not given) | -3% | -7% | 0.7% | 22% | 18% | -2.5% | i | 0.2 | 32% | 16%
COc1cc(C2N(c3ccccc3)CCN2c2ccccc2)ccc1OC(C)=O | 0% | 5% | 0.3% | -2% | 7% | 13% | i | 0.6 | -11% | -25%
CN1C(=O)/C(=C/c2ccc(O)c([N+](=O)[O-])c2)N(C)C1=S | -3% | -4% | -2.0% | 30% | 4% | -9.7% | i | 0.6 | -6% | -27%[20 µM]
C=CCNC(=O)CN(CCc1ccccc1)S(=O)(=O)c1ccccc1 | -1% | -6% | 0.7% | 3% | -5% | 3.5% | i | 0.0 | 18% | 13%
O=C(CC12CC3CC(CC(C3)C1)C2)NCc1ccc(F)cc1 | 8% | -9% | 2.0% | -5% | -1% | 6.7% | i | 0.3 | 12% | 13%
Cc1cccc(C)c1OCCCCCNCCO | -4% | -5% | -0.3% | 18% | 11% | 1.1% | i | 10 | 5% | -20%
O=C/C(=C\Nc1ccc(Br)cc1)c1nc2ccccc2o1 | 16% | -2% | 1.1% | -23% | . | . | i | 0.3 | 0% | -41%[20 µM]
CCOC(=O)/C(C#N)=C1\SS/C(=C(/C#N)C(=O)OCC)S1 | 9% | -5% | 19% | -11% | 3% | 5.8% | . | . | 15% | 6%
CC(C)(C)n1nnnc1C(c1ccc(C(F)(F)F)cc1)N(Cc1ccccc1)Cc1ccco1 (stereo not given) | 1% | 4% | 2.6% | 10% | -8% | -2.6% | i | 0.6 | 5% | 31%
OCC[C@@H]1C[C@H](O)[C@@H](O)[C@@]2(Cc3ccccc3O2)O1 | -5% | -12% | 1.1% | 10% | -3% | -2.7% | i | 0.9 | 5% | 6%[20 µM]
COCCN1C(=O)C(=O)/C(=C(/O)c2ccc(S(=O)(=O)N3CCOCC3)cc2)C1c1ccc(C(C)C)cc1 (stereo not given) | 7% | 4% | -1.1% | -14% | -2% | 3.9% | . | . | -2% | -8%
Cc1cc(C)c(NC(=O)COc2nc3ccccc3nc2C)c(C)c1 | 1% | -6% | -2.4% | -6% | -3% | -1.6% | i | 0.3 | 21% | 30%
Cc1cc(C(C)(C)C)ccc1NC(=O)CC(C)(C)CC(=O)O | 0% | -7% | 0.1% | -1% | . | 3.3% | i | 0.8 | -49% | -19%
COc1ccc2c(c1)CCN1C2CCN2C(=O)CCC21 (stereo not given) | 1% | -2% | 15% | -14% | -2% | 2.9% | i | 0.2 | 2% | 4%
CC1CCN(c2nc3c(c(=O)[nH]c(=O)n3C)n2Cc2ccccc2)CC1 | -1% | -8% | -0.9% | 24% | 24% | 8.1% | i | 1.3 | 1% | -44%
COc1ccc(/C(C)=N/NC(=O)OC(C)(C)C)cc1[N+](=O)[O-] | 2% | -2% | -1.8% | 5% | -10% | 0.0% | i | 0.6 | 22% | 8%
C/C(=C\c1ccccc1)C1NC(=O)c2c(sc3c2CCCC3)N1 (stereo not given) | 1% | -5% | 1.0% | -46% | 5% | -0.9% | i | 1.1 | -32% | 43%
O=C(O)C1CCCCC1C(=O)Nc1ccc(S(=O)(=O)N2CCCCC2)cc1 (stereo not given) | -2% | -4% | 0.7% | -14% | 4% | 1.3% | i | 2.8 | 12% | 34%
O=C(CCCNS(=O)(=O)c1cccc2nsnc12)NC1CCCCC1 | 1% | 3% | -2.9% | -5% | 7% | 1.3% | i | 0.3 | 1% | -4%
O=C(Oc1cccnc1)c1ccc([N+](=O)[O-])cc1 | -1% | -4% | -0.8% | -1% | -1% | 0.8% | i | 0.4 | 14% | 21%
Cc1ccc(N(Cc2ccc(C(=O)NCC3CCCO3)cc2)S(C)(=O)=O)cc1C (stereo not given) | -1% | -2% | -1.6% | -24% | 1% | . | i | 0.1 | 18% | -24%[20 µM]
O=C(NCc1ccc(Cl)cc1)C1CCN(S(=O)(=O)N2CCOCC2)CC1 | 2% | -6% | -0.5% | -23% | 9% | 1.9% | i | 0.2 | 3% | -37%
N#Cc1nc(Cc2cccc3ccccc23)oc1N1CCOCC1 | 2% | -3% | 4.4% | 17% | 6% | 14% | i | 7.2 | 4% | 18%
O=C(CN(C(=O)C1CSC(=O)C1)c1cccc(F)c1)NC1CCCC1 (stereo not given) | 7% | -5% | 0.1% | -18% | 7% | -2.1% | i | 0.4 | 15% | -23%
O=C(CCC(=O)N(CC(=O)NC1CCCC1)Cc1ccc2c(c1)OCO2)Nc1ccccn1 | -2% | -6% | 26% | -24% | -2% | 4.5% | i | 0.4 | -6% | -15%
CSc1nc(N)n2nc(C(C)(C)C)cc2n1 | 2% | 2% | -1.6% | -8% | 4% | -0.9% | i | 0.5 | 9% | 7%
CCN(CC)C(=O)CSc1nc(O)c(Cc2ccccc2)c(=O)n1-c1ccccc1C | 0% | -4% | -1.5% | -2% | -9% | . | i | 0.6 | -1% | -3%
CCOC(=O)C1CCN(C(=O)c2ccccc2NC(=O)c2ccc(Cl)cc2)CC1 | 9% | -5% | 1.0% | -26% | 1% | -0.9% | i | 0.6 | 7% | 3%
COc1ccc(-c2nn3c(-c4ccccc4)nnc3s2)cc1OC | 3% | 7% | -1.1% | -90% | -13% | . | i | 5.4 | -19% | -34%
COc1ccc(-c2nc3cc(NC(=O)Cc4ccc(OC)c(OC)c4)ccc3o2)cc1 | 5% | -8% | 32% | 53% | -1% | 3.1% | ? | . | 17% | 43%
Cc1nnc(C)n1/N=C/c1ccc(O)cc1 | 4% | -9% | -0.9% | -21% | 5% | -4.3% | i | 0.7 | 14% | 12%

High-throughput results (PubChem)
